Cneo AK release – Cryptococcus neoformans lysis via adenylate kinase release; 360,000 tested, 0.2% active; C. neoformans lysis, adenylate kinase release luminescence, 4 h; normalised: neutral wells 0, clomiphene wells 100; lysis activity, % at 15 µM;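 active = mean lysis activity across replicates of at least 80%, whatever share of replicates individually reach that level; inactive = mean lysis activity below 80%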
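Assay system: C. neoformans cells. Amount: yeast cell density of 5 × 10^6 cells/mL. Technique: AK luminescence. Buffer or medium: YPD. Times: static 4 h at 37 °C with compound, 1 h detection. Dosing: single-point compound dose. Read-out: lysis from increased AK signal.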
esBAF inh – SWI/SNF esBAF complex inhibition; AID 602393; reporter increase, % at 12.5 µM; mouse ES cells, Bmi1-luciferase knock-in reporter, 24 h; 100% = twice the neutral-well signal; 350,000 tested, 2% active; in the data active = activation above about 40%;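 note: 0% = median of the plate's neutral control wells and 100% = double that signal; a rise in the Bmi1 reporter signal indicates esBAF inhibition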
ERp5 block – ERp5 (human) disulfide isomerase inhibition; Q15084; inhibition, % at 9.99 µM; ERp5 insulin aggregation, absorbance 650 nm, 90 min; 350,000 tested, 0.05% active;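 active = mean replicate inhibition above about 25%, with every replicate also reaching it, limit read from the data, passing the limit was not always enough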
Target sequence (Q15084 whole entry, looked up): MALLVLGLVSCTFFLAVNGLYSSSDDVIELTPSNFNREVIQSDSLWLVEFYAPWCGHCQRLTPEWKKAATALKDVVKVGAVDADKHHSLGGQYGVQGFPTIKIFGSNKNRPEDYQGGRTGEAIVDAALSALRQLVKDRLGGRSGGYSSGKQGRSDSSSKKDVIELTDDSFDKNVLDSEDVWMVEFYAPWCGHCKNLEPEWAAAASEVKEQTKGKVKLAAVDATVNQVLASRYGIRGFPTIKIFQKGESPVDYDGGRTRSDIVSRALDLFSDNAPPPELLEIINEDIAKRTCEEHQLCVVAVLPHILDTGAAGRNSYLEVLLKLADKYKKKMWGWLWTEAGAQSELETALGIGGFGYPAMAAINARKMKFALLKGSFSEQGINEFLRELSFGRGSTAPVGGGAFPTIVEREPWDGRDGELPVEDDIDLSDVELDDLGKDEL
miR-122 sensor – miR-122 inhibition in Huh7 cells; Huh7 miR-122 Renilla luciferase sensor, 48 h; neutral wells = 0, positive control = 100; activation (reporter increase), % at 12.5 µM; 340,000 tested, 0.3% active; AID 602342;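 active = mean replicate activation score at least 90 and every replicate individually at or above 90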;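 note: higher luciferase means less miR-122 activity so hits act as miR-122 inhibitors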
ARNT-TACC3 inh – ARNT/TACC3 interaction disruption. AlphaScreen His-ARNT PAS-B/GST-TACC3 binding, luminescence; TACC3 fragment carries E629A point mutation. 390,000 tested, 0.66% active. inhibition, % at 9.99 µM. AID 623870;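 active = mean inhibition of replicates at least 50% and at least half of replicates each reaching 50%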;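 note: 0% = complete ARNT plus TACC3 wells and 100% = ARNT alone without TACC3; many hits fall short of the cut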
Statin myotox sup – protects C2C12 myotubes from simvastatin toxicity; ATP luminescence, 48 h; scaled: DMSO 0, geranylgeraniol control 100; rescue of ATP level, % at 7.49 µM; 330,000 tested, 0.78% active; AID 602340;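 active = mean ATP rescue above about 67%, or every replicate alone reaching that limit, limit read from the data, passing the limit was not always enough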;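 note: myotubes were challenged with 10 µM simvastatin during compound exposure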
SIRT5 block – inhibitors of human sirtuin-5 desuccinylase | Q9NXA8 | Purified SirT5, succinyl-peptide AMC, trypsin-coupled fluorescence | inhibition, % at 15 µM | 330,000 tested, 1.1% active; in the data active = inhibition above about 15%
Target sequence (Q9NXA8 whole entry, looked up): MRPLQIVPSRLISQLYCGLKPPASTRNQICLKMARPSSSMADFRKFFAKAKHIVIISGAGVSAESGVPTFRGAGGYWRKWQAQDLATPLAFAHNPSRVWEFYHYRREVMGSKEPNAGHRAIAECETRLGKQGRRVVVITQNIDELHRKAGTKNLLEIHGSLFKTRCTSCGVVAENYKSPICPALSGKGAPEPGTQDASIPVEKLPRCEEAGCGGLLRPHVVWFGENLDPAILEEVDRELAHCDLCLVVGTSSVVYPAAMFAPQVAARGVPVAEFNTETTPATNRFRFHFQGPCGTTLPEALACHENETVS
The depositor's hits bear a star; x = no result given; & = joins results of further samples; [ ] = another dose, or the depositor's remark.

SMILES | Cneo AK release | esBAF inh | ERp5 block | miR-122 sensor | ARNT-TACC3 inh | Statin myotox sup | SIRT5 block
Cc1cc(NC(=O)CCC(=O)N(c2ccccc2)C(C(=O)NC2CCCC2)c2ccncc2)no1 (stereo unspecified) | 3 | x | x | 11 | 4 | x | x
COc1ccc(C(CNC(=O)COc2ccc(F)cc2Cl)N2CCOCC2)cc1 (stereo unspecified) | x | x | -1 | x | -5 | x | 0
Cc1ccc(-c2c[n+](CC(=O)c3ccc(Br)cc3)c3n2CCCCC3)cc1 | x | -56 | 1 | -5 | 14 | -89 | -2
COc1ccc(C(=O)N2[C@@H](C(C)C)COc3cc(Br)ccc3S2(=O)=O)cc1 | -3 | -4 | -1 | -4 | -3 | 0 | 0
CCOC(=O)N1CCN(C(=O)CSc2nc3c([nH]c4ccccc43)c(=O)n2CCOC)CC1 | 3 | -5 | -1 | 8 | 3 | -55 | -5
O=C(N/N=C/c1ccccc1)c1cc[n+]([O-])cc1 | x | -8 | 3 | -2 | 5 | 0 | 0
C[C@@H]1CN([C@@H](C)CO)C(=O)c2cc(NS(=O)(=O)c3cn(C)cn3)ccc2O[C@@H]1CN(C)Cc1ccc(-c2ccccc2)cc1 | -3 | 1 | -4 | -1[16.7 µM] | -3 | 20 | 0
Cc1ccc(C)c(NC(=O)CN(C)C(=O)C2CCN(S(=O)(=O)c3ccc4c(c3)OCCO4)CC2)c1 | x | 0 | 2 | x | 3 | -18 | -7
Cc1cccnc1NC(=S)NC(=O)c1oc2ccccc2c1C | 0 | 74* | 0 | 8 | -3 | 17 | -7
C[C@H]1CN([C@@H](C)CO)C(=O)Cc2cc(NC(=O)Nc3ccc(F)cc3)ccc2O[C@@H]1CN(C)C(=O)Nc1ccc(F)cc1 | -1 | -3 | -2 | 6[16.7 µM] | 5 | 4 | -2
COC(C[C@@H](O)C[C@@H](O)COCc1ccccc1)OC | -2 | 3 | 3 | x | 1 | 0 | x
CO[C@H]1CN(C)C(=O)c2cc(NC(=O)C3CC3)ccc2OC[C@H](C)N(Cc2ccc(F)cc2)C[C@@H]1C | 1 | 0 | 5 | -5[16.7 µM] | -10 | -21 | 0
CN(C)CC#Cc1ccc([C@@H]2[C@H]3CN(CC4CC4)CCCCN3[C@H]2CO)cc1 | 1 | x | 1 | 13[16.7 µM] | 8 | x | -4
O=C(O)Cc1ccc(NC(=O)c2ccc3c(c2)C(=O)N(Cc2ccccc2)C3=O)cc1 | 0 | -5 | -1 | 5 | x | 4 | 0
COc1ccccc1C(=O)NCC(=O)N1CCN(S(=O)(=O)c2ccccc2C(F)(F)F)CC1 | 1 | 8 | -1 | -5 | 4 | 22 | 0
Cc1ccc([N+](=O)[O-])cc1S(=O)(=O)NCCc1c(C)[nH]c2c(C)cccc12 | -1 | x | -4 | -5 | -22 | x | -4
C[C@H](CO)N1C[C@H](C)[C@@H](CN(C)S(=O)(=O)c2ccccc2)Oc2ccc(NS(=O)(=O)c3cccs3)cc2CC1=O | 65 | 4 | 3 | 26[16.7 µM] | -2 | 16 | 1
O=[N+]([O-])c1ccc(Cl)c(-c2ccc(/C=N/n3cnnc3)o2)c1 | 0 | -6 | 0 | -1 | -4 | -4 | 0
C[C@H]1CN([C@@H](C)CO)C(=O)CCCn2nncc2CO[C@@H]1CN(C)C(=O)C1CCCCC1 | 1 | -1 | 5 | -1[16.7 µM] | -6 | 10 | 1
Cc1cc(NS(=O)(=O)c2ccc(NC(=O)Cc3cccs3)cc2)no1 | 2 | -7 | -1 | -6 | 23 | -31 | -4
COc1ccccc1N1CCN(C(=S)Nc2ccccc2)CC1 | 4&10 | -2&0 | -3&3 | -7&-3 | 4 | 8&7 | 1
C[C@H]1CN([C@@H](C)CO)C(=O)c2cc(NC(=O)Nc3ccc4c(c3)OCO4)ccc2O[C@H]1CN(C)S(=O)(=O)c1cn(C)cn1 | 1 | -3 | -7 | -3[16.7 µM] | -12 | x | -1
O=C(NCc1ccccc1F)C1CCN(C(=O)Nc2ccc(F)cc2)CC1 | x | -4 | -3 | -6 | -3 | -7 | -1
C[C@H]1CN([C@@H](C)CO)C(=O)c2cc(NC(=O)Nc3ccc(F)cc3)ccc2O[C@@H]1CN(C)Cc1ccc(-c2ccccc2)cc1 | 3 | -3 | -4 | -7[16.7 µM] | 9 | x | 2
Cc1nn(C)cc1NC(=O)CCSc1nc(-c2ccco2)cc(C(F)(F)F)n1 | 6 | -3 | x | -2 | x | -10 | x
O=C(CN1CCN(S(=O)(=O)c2ccc(Cl)s2)CC1)N1CCCCC1 | -1 | 10 | 6 | -4 | 10 | 5 | -5
CCOc1ccc(CCNC(=O)c2cc3sccc3n2C)cc1OCC | -18 | x | x | -4 | -9 | x | x
COc1ccc(/C=N/NC(=O)c2nc(Cl)c(Cl)c(N)c2Cl)cc1COc1ccc(F)cc1F | -3 | 9 | x | 13 | -17 | x | x
COC(=O)c1ccccc1NS(C)(=O)=O | 0 | 4 | 6 | -3 | -1 | 7 | 0
C[C@@H]1CCCCO[C@H](CN(C)Cc2ccc3c(c2)OCO3)[C@@H](C)CN([C@H](C)CO)C(=O)c2cc(NC(=O)Nc3ccc4c(c3)OCO4)ccc2O1 | -2 | -3 | -4 | 2[16.7 µM] | -1 | x | -4
O=C(CN1C(=O)NC2(CCCC2)C1=O)NCCc1ccccc1 | 1 | -4 | 2 | x | -3 | 2 | -2
COCc1cc(=O)n2c([nH]c3ccccc32)c1C#N | x | 27 | x | -5 | -4 | -6 | x
COc1ccc([N+](=O)[O-])cc1N(CC(O)CN1CCCCC1)S(=O)(=O)c1ccc(C)cc1 (stereo unspecified) | 11 | 1 | 0 | 2 | x | -2 | -6
C[C@@H]1CN([C@@H](C)CO)C(=O)c2cc(NC(=O)C3CCCCC3)ccc2O[C@@H](C)CCCCO[C@H]1CN(C)CC1CCCCC1 | 3 | -2 | 9 | 2[16.7 µM] | -3 | x | -1
C[C@@H]1CN([C@@H](C)CO)C(=O)c2cc(N(C)C)ccc2O[C@@H]1CN(C)Cc1ccncc1 | -5&-4 | 1&-3 | 7&9 | -5[16.7 µM] | -4&3 | -31&-1 | -3
Cc1nn(CC(=O)N/N=C/c2cccs2)c(C)c1[N+](=O)[O-] | x | -3 | 2 | x | -4 | 8 | 5
O=[N+]([O-])c1cc(-c2nnc(Nc3ccc(O)cc3)c3ccccc23)ccc1N1CCOCC1 | x | -7 | 3 | -1 | 1 | 13 | -2
CCOC(=O)Nc1sc(C(=O)N(CC)CC)c(C)c1C(=O)OCC | 9 | 2 | x | -1 | -4 | -3 | x
O=C1CN(C(=O)c2ccccc2[N+](=O)[O-])C(c2ccccc2)c2cc(Br)ccc2N1 (stereo unspecified) | -3 | 0 | 1 | 4 | 2 | -2 | -3
COCCNCC(=O)NC12CC3CC(CC(C3)C1)C2 | 1 | -7 | x | 8 | -1 | 117* | x
O=C(CNC(=O)Cc1ccccc1)NCC(=O)N1CCN(C(c2ccccc2)c2ccccc2)CC1 | 0 | -2 | 3 | -7 | 21 | 22 | -5
O=C(NCC1CC1)[C@@H]1[C@@H](CO)[C@@H]2Cn3c(ccc(-c4cccnc4)c3=O)[C@H]1N2C(=O)C1CC1 | 5 | -3 | -1 | x | -4 | 15 | -38
COc1cc(/C=N/Nc2nc(C)cc(=O)[nH]2)cc(OC)c1O | 3 | -7 | 0 | -8 | 16 | 1 | -1
Cc1ccc(OCC(=O)NNC(=O)C2CCN(c3nc(C)cc(C)n3)CC2)cc1 | 0 | -1 | -4 | 3 | -12 | 13 | -2
CCN(CC)C(=O)C12CC3CC(CC(Cl)(C3)C1)C2 | x | x | 4 | x | 21 | x | -1
Cc1cc(C(=O)COC(=O)Cn2c(C(F)(F)F)nc3ccccc32)c(C)n1Cc1ccco1 | -5 | 11 | x | -5 | 7 | 10 | x
c1ccc(Oc2nc(NCc3ccco3)nc(NCc3ccco3)n2)cc1 | 0 | -1 | x | 12 | 0 | 7 | x
CCOc1cc(C(=O)OCC(=O)N(C)c2ccccc2)cc(OCC)c1OCC | -2 | 0 | -1 | -2 | -4 | -12 | x
CCOC(=O)c1c(N)sc(C(=O)N2CCCCC2)c1C | -1 | -1 | x | -3 | 47* | -112 | x
CCN=C1S/C(=C/c2ccc(-c3ccc(Cl)cc3C(=O)O)o2)C(=O)N1CC | x | -13 | 0 | x | 7 | -7 | 6
(more compounds)
SMILES | Cneo AK release | esBAF inh | ERp5 block | miR-122 sensor | ARNT-TACC3 inh | Statin myotox sup | SIRT5 block
CCN(c1ccccc1)S(=O)(=O)c1ccc(C(=O)Nc2nccs2)cc1 | 1 | -4 | x | 5 | x | -8 | x
COc1ccc(S(=O)(=O)Nc2ccc3c(c2)C(=O)N([C@H](C)CO)C[C@H](C)[C@@H](CN(C)S(=O)(=O)c2ccc(Cl)cc2)OCCCC[C@H](C)O3)cc1 | 40 | -1 | 3 | -6[16.7 µM] | -1 | x | 0
CC(C)(C)NC(=O)/C=C/c1ccc(C(F)(F)F)cc1 | x | x | -3 | x | -3 | x | -4
COc1ccc(-c2cc(-c3ccccc3)nc(Cl)n2)cc1OC | 1 | -2 | -2 | 9 | 27 | -13 | -10
CCC(C)NC(=O)c1ccc(-n2c(=S)[nH]c3ccccc3c2=O)cc1 (stereo unspecified) | 2 | -9 | 3 | -1 | -6 | 7 | 0
COc1ccc(C(=O)NC2CC2)cc1OC1CCN(C/C=C/c2ccccc2)CC1 | -2 | -4 | -4 | -5 | 2 | -6 | -4
COCC(=O)N1C[C@H]2[C@@H](c3ccccc31)[C@@H](CO)N2C(=O)C1CC1 | -1 | 3 | 4 | 30[16.7 µM] | 5 | 20 | -4
COc1ccc(Cl)cc1-c1nc(SCC(=O)NC(C)(C)C)n[nH]1 | 0 | -6 | 4 | 3 | 0 | 10 | x
OCCNCC12CC3CC(CC(C3)C1)C2 | x | x | -3 | x | 37 | x | 6
Cc1cc(-c2cc(C(=O)NCc3ccccc3)on2)nc(NCC2CC2)n1 | 3 | -8 | 0 | 1 | 9 | -3 | x

2 entries from above in a different format:
Compound,Cneo AK release,esBAF inh,ERp5 block,miR-122 sensor,ARNT-TACC3 inh,Statin myotox sup,SIRT5 block
COc1ccc(-c2cc(-c3ccccc3)nc(Cl)n2)cc1OC,1,-2,-2,9,27,-13,-10
CCC(C)NC(=O)c1ccc(-n2c(=S)[nH]c3ccccc3c2=O)cc1 (stereo unspecified),2,-9,3,-1,-6,7,0

Of the compounds above, these contain a COOH group.
SMILES | Cneo AK release | esBAF inh | ERp5 block | miR-122 sensor | ARNT-TACC3 inh | Statin myotox sup | SIRT5 block
O=C(O)Cc1ccc(NC(=O)c2ccc3c(c2)C(=O)N(Cc2ccccc2)C3=O)cc1 | 0 | -5 | -1 | 5 | x | 4 | 0
CCN=C1S/C(=C/c2ccc(-c3ccc(Cl)cc3C(=O)O)o2)C(=O)N1CC | x | -13 | 0 | x | 7 | -7 | 6

Further records
SMILES | Cneo AK release | esBAF inh | ERp5 block | miR-122 sensor | ARNT-TACC3 inh | Statin myotox sup | SIRT5 block
COC(=O)C1=C(C)NC(C)=C(C(=O)OC)C1C(=O)OCC(=O)c1ccc(Br)cc1 | 1 | 0 | 8 | x | -7 | -3 | -5
O=C(COc1ccccc1)Nc1c2c(nn1-c1ccccc1)CS(=O)C2 (stereo unspecified) | -3 | -3 | 10 | 2 | -3 | -2 | -1
O=C(c1cccc(F)c1)N1CCCCN2[C@@H](CO)[C@@H](c3ccc(-c4cncnc4)cc3)[C@@H]2C1 | -2 | 5 | 4 | 1[16.7 µM] | -12 | 6 | -2
COc1ccc2c(c1OC)C(=O)N1C2SC[C@H]1C(=O)NC1CCCC1 (stereo partly specified) | 6 | -3 | -12 | -1 | 1 | 2 | 0
C[C@H]1CN([C@@H](C)CO)C(=O)Cc2cc(NS(=O)(=O)c3ccc(F)cc3)ccc2O[C@H]1CN(C)S(C)(=O)=O | 2 | 5 | -8 | 6[16.7 µM] | -4 | 26 | 1
CC(CN1CCCCC1)NC(=O)c1cc(-c2ccccn2)nc2ccc(Cl)cc12 (stereo unspecified) | x | x | 5 | x | 4 | x | -2
COc1ccccc1N1CCN(C2CCCN(C(=O)C3=NN(C)C(=O)CC3)C2)CC1 (stereo unspecified) | 2 | 2 | 22 | -3 | 5 | -2 | 0

Screening data: PubChem BioAssay, Broad Institute
